# From PubChem BioAssay
# BCR signal inh – inhibitors of chronic active B-cell receptor signaling. Potency, µM (series often up to 46.1 µM), without a hit: top-dose ratio change, negative = lower green/red ratio, usual class: inhibitors. ABC-DLBCL IkBa-CBG/CBR reporter, luminescence ratio, 4 h. 0.05% of 340,000 active. AID 493014; active = well fitted inhibition curve with a large enough effect in the signal ratio, with a control signal flat, not every such curve was filed as active; inconclusive = small, poorly fitted or top-dose-only effect, or effect the other way, or a change in a side signal; the % refers to the signal ratio;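 note: potency is the fitted concentration of half-maximal effect; plate controls were basal doxycycline-induced cells for no effect and cells given 10 µM MG132 for full effect; MG132 reads +100%, hits lower the ratio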
#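 Concentration-response series (up to 46 uM) were applied to TMD8 dual-reporter cells for 4 h at 37C with doxycycline. Green/red ratio, after filter-overlap correction, defined %Activity; red signal alone was normalised to basal cells and zero luminescence.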
# FBPA coupling cs – counter-screen for Giardia aldolase inhibitors: coupling enzyme system; coupling enzyme system counterscreen, AmpLite Red fluorescence; activity change, negative = inhibition, % at 58.2 µM, hits read low; 0.67% of 290,000 active; in the data active = activity change below about -30%; note: % is set by controls: 0 for no effect and ±100 for the full control effect
#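 Fluorescence at 525 nm excitation and 598 nm emission measured inhibition of the coupled detection system without aldolase. Compounds (at 57.5 uM final) were preincubated 10 min at room temperature with coupling enzyme reagent before a 20 min substrate/AmpLite Red step.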
# MLL CXXC-DNA inh – MLL CXXC-DNA interaction inhibition | Q03164 | MLL-CXXC / FITC-HOXA9 DNA fluorescence polarization | Potency, µM (doses to about 115 µM), inactives show top-dose activity change, negative = inhibition, actives largely listed as inhibitors | 0.037% of 290,000 active | AID 2662; active = well fitted inhibition curve with a large enough effect in the polarisation, with a control signal flat, not every such curve was filed as active; inconclusive = small, poorly fitted or top-dose-only effect, or effect the other way, or a change in a side signal; inactive = no such curve, though single readings can be large or run the other way; the % refers to the polarisation; note: potency is the fitted concentration of half-maximal effect
#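 Fluorescence polarization: 7 uM MLL-CXXC (stock) preincubated 5 min with compounds, then 50 nM fluorescein-HOX-A9 DNA (stock) added; 30 min ambient. Buffer 50 mM Tris-HCl pH 7.5, 50 mM NaCl, 1 mM DTT, 0.05% BSA.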
# Tb PFK inh – inhibitors of T. brucei phosphofructokinase; AID 485367; O15648; T. brucei PFK, ADP-Glo luminescence; Potency, µM (titrated, usually from 57.5 µM), for inactives: at the top dose activity, negative = inhibition, hits mostly inhibitors; 0.17% of 330,000 active;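 note: potency is the fitted concentration of half-maximal effect; 0% = uninhibited 1x PFK enzyme wells and -100% = no-enzyme wells; nearly all actives have a fitted effect of over 60% in size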
#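 Activity is normalized to no-enzyme wells (full inhibition) and 1.25 nM enzyme wells (no inhibition). Reaction: 0.5 mM F6P, 0.1 mM ATP, 45 min RT, ADP-Glo luminescence; concentration-response curves fitted and classed by quality.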
# A-T KAP1 phos – potential ataxia-telangiectasia treatments restoring KAP-1 phosphorylation; […] A-T fibroblasts, KAP-1 phosphorylation AlphaLISA; neocarzinostatin DNA damage 30 min before lysis; Potency, µM (doses to about 57.5 µM), for inactives: at the highest dose activation, actives largely listed as activators; 0.19% of 320,000 active; note: potency is the fitted concentration of half-maximal effect; % of control where 0% means no effect; nearly all actives have a fitted effect of over 45% in size
#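 ATM-like activity read as KAP-1 phosphorylation via AlphaLISA donor/acceptor antibody pairs after lysis and 6 hr at 25C. Cells were ATM-null patient fibroblasts ([…], hTERT), dosed 60 min, then exposed to the DSB inducer NCS for 30 min.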
# GALK inh – galactokinase (human) inhibition. Purified GALK, Kinase-Glo residual ATP luminescence. 0.007% of 270,000 active. P51570. AID 1868. Potency, µM (highest dose often 57.5 µM), without a hit: top-dose activity change, negative = inhibition, hits mostly inhibitors; note: potency is the fitted concentration of half-maximal effect; % is set by controls: 0 for no effect and ±100 for the full control effect
#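 Galactose (100 uM) and ATP (35 uM) were turned over by 5 nM GALK for 1 h at RT. Kinase-Glo Plus then converted the remaining ATP into a luminescent signal.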
# hERG WT inh – inhibitors of human wildtype KCNH2 potassium channel; Q12809; U2OS, BacMam KCNH2, thallium flux FluxOr; hits give low values; activity change, % at 1.84 µM; 0.37% of 340,000 active;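 active = maximum activity change below -70%; inconclusive = maximum activity change between -70% and -50%; inactive = maximum activity change above -50%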; note: % is set by controls: 0 for no effect and ±100 for the full control effect
# Target sequence (Q12809 whole entry, looked up): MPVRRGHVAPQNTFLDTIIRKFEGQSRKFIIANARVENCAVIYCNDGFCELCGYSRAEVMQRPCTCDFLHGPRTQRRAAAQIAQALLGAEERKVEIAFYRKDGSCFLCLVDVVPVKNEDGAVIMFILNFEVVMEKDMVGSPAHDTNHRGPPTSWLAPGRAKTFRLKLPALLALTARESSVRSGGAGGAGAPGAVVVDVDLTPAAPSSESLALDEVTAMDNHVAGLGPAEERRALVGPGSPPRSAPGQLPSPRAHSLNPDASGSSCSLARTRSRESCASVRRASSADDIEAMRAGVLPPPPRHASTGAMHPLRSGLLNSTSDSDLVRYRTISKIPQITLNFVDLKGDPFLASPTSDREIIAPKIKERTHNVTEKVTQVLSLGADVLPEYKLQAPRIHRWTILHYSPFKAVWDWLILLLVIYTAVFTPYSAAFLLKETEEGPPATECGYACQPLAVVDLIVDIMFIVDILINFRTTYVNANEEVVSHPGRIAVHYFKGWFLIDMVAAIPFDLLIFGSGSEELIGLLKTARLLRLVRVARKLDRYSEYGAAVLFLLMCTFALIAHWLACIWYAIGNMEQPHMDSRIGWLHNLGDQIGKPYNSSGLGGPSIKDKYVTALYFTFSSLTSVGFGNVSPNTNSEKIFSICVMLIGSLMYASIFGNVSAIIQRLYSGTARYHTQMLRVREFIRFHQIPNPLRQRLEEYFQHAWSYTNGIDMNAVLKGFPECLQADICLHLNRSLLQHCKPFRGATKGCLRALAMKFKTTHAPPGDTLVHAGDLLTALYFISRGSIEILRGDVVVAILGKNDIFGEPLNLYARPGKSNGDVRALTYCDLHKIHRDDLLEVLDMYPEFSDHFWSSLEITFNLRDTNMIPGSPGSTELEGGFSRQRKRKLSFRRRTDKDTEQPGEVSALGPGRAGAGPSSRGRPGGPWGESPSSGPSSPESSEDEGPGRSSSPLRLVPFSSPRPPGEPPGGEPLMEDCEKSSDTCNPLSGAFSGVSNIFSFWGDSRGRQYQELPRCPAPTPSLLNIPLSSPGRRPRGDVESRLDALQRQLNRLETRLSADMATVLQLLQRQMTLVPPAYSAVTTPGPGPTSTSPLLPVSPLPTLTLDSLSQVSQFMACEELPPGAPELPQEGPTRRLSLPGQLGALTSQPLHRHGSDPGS
#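 U2OS cells were transduced with wild-type KCNH2 virus (2.03 x 10^8 / mL) for 4 h at room temperature, then cultured overnight at 37 C. Thallium flux was read with FluxOr dye. Rate constants were normalized to DMSO controls.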
# TSHR antagonist – blocks TSH signaling through the human TSH receptor | TSHR-expressing cells, TSH-stimulated cAMP HTRF, 2 h; hits give low values | activity change, negative = inhibition, % at 11.5 µM | 0.2% of 330,000 active;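 active = activity change below a set negative limit, meaning inhibition stronger than a set level, cut at about -70% in these data; inconclusive = activity change between two set negative limits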; note: % is set by controls: 0 for no effect and ±100 for the full control effect
#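 Competitive HTRF cAMP read-out (cryptate anti-cAMP antibody, cAMP-d2; 30 min, room temperature) in freshly harvested TSHR cells. Compounds added before TSH at EC80 (4nM final), followed by 2 hours' incubation at 37 deg C.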
# Giardia kill – Giardia lamblia killing; activity change, % at 7.66 µM, hits read low; Giardia lamblia trophozoite viability; 0.15% of 340,000 active; in the data active = activity change below about -80%; inconclusive = between about -30% and that limit;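 note: parasites exposed to compound for two days anaerobically before the ATP read; % is set by controls: 0 for no effect and ±100 for the full control effect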
#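 Viability, read as ATP luminescence: trophozoites at 100 cells/well, compound added, 48 hrs anaerobic at 37 deg C, then 15-30 min room-temperature development before reading.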
# TCR activator – activators of T cell receptors; primary human leukocytes, anti-CD3, IL-2 HTRF, 48 h; Potency, µM (highest dose often 9.22 µM), without a hit: at the highest dose activation of IL-2 secretion, most hits filed as activators; 330,000 tested, under 10 active; note: % of control where 0% means no effect
#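 IL-2 produced over 48 hr by a-CD3 bead-stimulated primary human leukocytes exposed to compounds was detected with a homogeneous time-resolved FRET immunoassay, 665nm acceptor signal after 320nm excitation.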
# Active calls of the source: *; ? = inconclusive; · = not tested or not shown; [ ] = dose if it differs, or a comment. Unless noted, calls come from the whole dose curve; as a rule, active = well fitted curve in the direction sought with a large enough effect; inconclusive = small, poorly fitted or top-dose-only effect, or another doubt; inactive = no such curve, though single readings can be large; an effect the other way counts as inactive or inconclusive. Compounds were not picked by outcome (roughly 1.6% active in at least one column).
canonical_smiles | BCR signal inh | FBPA coupling cs | MLL CXXC-DNA inh | Tb PFK inh | A-T KAP1 phos | GALK inh | hERG WT inh | TSHR antagonist | Giardia kill | TCR activator
O=C(C1=C(O)C(=O)N(CCCN2CCOCC2)C1c1ccccn1)c1cccs1 (stereo not drawn) | ? | -1 | 4% | -5% | 11% | 3% | · | -5 | · | ·
Cc1ccc(C(=O)N2CCCC(CCC(=O)NCc3ccc(F)c(F)c3)C2)cn1 (stereo not drawn) | 10% | 2 | 1% | -12% | -10% | · | -11 | -9 | 9 | 3%
Cc1csc(=Nc2ccccc2)n1CCCN1CCCC1=O | -13% | 1 | -9% | -7% | 12% | 3% | 3 | 16 | -8 | 2%
CCSC1=C(C#N)C(c2ccc(C)o2)CC(=O)N1 (stereo not drawn) | -6% | -1 | -21% | -18% | -23% | 0% | -2 | 8 | -4 | -1%
Cc1ccc(SCCNC(=O)c2ccccc2F)cc1 | -1% | -1 | -4% | 1% | 4% | -3% | -9 | -9 | ? | 12%
CC(C)S(=O)(=O)C/C(N)=N/OC(=O)c1cc(Cl)cc(Cl)c1 | 1% | 2 | -1% | 4% | 6% | -4% | 7 | 19 | 20 | 2%
CCN(CC(=O)Nc1ccc(OC)cc1)C(=O)Cc1ccsc1 | 0% | · | · | 0% | 5% | · | -1 | 14 | 12 | 0%
Cc1ccc(N2CC(C(=O)Nc3ccccc3N3CCCC3)CC2=O)cc1 (stereo not drawn) | -3% | · | 1% | 0% | 10% | 6% | -2 | -9 | 1 | 5%
O=C(NCCc1ccccc1)/C(=C\c1ccc([N+](=O)[O-])cc1)NC(=O)c1ccc(Br)cc1 | 0% | 5 | 18% | 0% | -4% | · | -8 | 3 | 2 | 4%
O=C(CCN1C(=O)c2ccccc2C1=O)N1CCN(Cc2ccc(Cl)cc2Cl)CC1 | 0% | 0 | 2% | -4% | 3% | -2% | -3 | -10 | 6 | 0%
COc1ccc(C(CNC(=O)COc2ccc(Cl)c(C)c2)N2CCCCC2)cc1 (stereo not drawn) | -24% | -2 | -3% | 4% | -3% | 5% | 14 | -4 | 0 | 7%
COc1ccc2c(c1)sc(=N)n2CC(=O)Nc1cc(C)cc(C)c1 | 1% | 1 | -7% | 4% | 5% | 1% | -3 | -5 | -11 | 5%
COc1ccc(CNC(=O)C(=O)NCC2CCCO2)cc1 (stereo not drawn) | 0% | 4 | 2% | 6% | 9% | 0% | -2 | -2 | -5 | -12%
COc1ccc(S(=O)(=O)Nc2cccc(-c3ccc4nncn4n3)c2)cc1F | ? | 0 | -3% | 11% | -7% | 7% | · | -1 | 12 | 3%
COC(=O)c1c(NC(=O)COC(=O)c2ccc(Cl)nc2)sc(C)c1C | 3% | · | · | 1% | 4% | · | -13 | -1 | 6 | -1%
Cc1sc2ncnc(N3CCC(C(=O)N(CC(C)C)c4nc5ccccc5s4)CC3)c2c1C | ? | · | · | 0% | -5% | · | 0 | -4 | -9 | -1%
N/C(=N\NC(=O)c1ccc(Cl)cc1)c1cnccn1 | -10% | -1 | -23% | 1% | 1% | -1% | 4 | -7 | 4 | 0%
Cc1ccc(C(=O)CCNc2ccc(F)c(Cl)c2)o1 | ? | 3 | -2% | ? | 7% | 12% | -8 | -8 | -13 | -4%
COc1ccc(NC(=O)c2cc(S(=O)(=O)N3CCOCC3)ccc2C)cc1S(=O)(=O)N1CCOCC1 | 4% | · | · | -1% | -1% | · | 12 | -5 | -17 | -6%[46.1 µM]
C/C(=N/NC(=O)c1ccc(NC(=O)c2ccc(F)cc2)cc1)c1ccccc1 | ? | 0 | 13% | 1% | -5% | · | -1 | 4 | 8 | 6%
Cn1c(SCc2ccc(C#N)cc2)nnc1-c1ccncc1 | ? | 1 | -2% | 1% | 0% | 3% | -2 | -9 | 3 | -1%
CC(C)n1cnnc1SCC(=O)Nc1ccc(Br)cc1F | 0% | -1 | 3% | -4% | 5% | -2% | 4 | -6 | -2 | 3%
COc1cccc(N2CCN(c3ccc4nnc(CCC(=O)N5CCC(C)CC5)n4n3)CC2)c1 | 6% | 2 | 2% | -4% | -1% | -4% | -25 | -18 | 19 | -4%
CCN(CC)c1ccc(/C=N/NC(=O)c2ccc([N+](=O)[O-])cc2)cc1 | 1% | 3 | 1% | 4% | 3% | 1% | 10 | 21 | -1 | -5%
COc1ccc2c(-c3ccccc3)cc(SC(C)C(N)=O)nc2c1 (stereo not drawn) | -5% | -2 | 17% | -9% | 4% | -2% | -3 | 21 | -18 | 2%
N#CC1=C(N)N(c2ccccc2)C(c2ccccc2)C1(C#N)C#N (stereo not drawn) | ? | 3 | 14% | 3% | -5% | -2% | -15 | 1 | 3 | -27%
CCC(C)(C)NC(=O)C(Sc1ccccc1)c1ccccc1 (stereo not drawn) | 19% | 2 | -3% | 2% | 8% | 2% | -5 | 2 | 12 | 0%
COc1ccc(OC)c(/C=N/NC(=O)C(=O)NCc2cccnc2)c1 | ? | 0 | 3% | 4% | 8% | 1% | -6 | -18 | 2 | -2%
O=C1CCC/C=C\C[C@@H](CC(=O)N(CCO)Cc2ccccc2)C(=O)N2CCC[C@H]2CO1 | 4% | · | · | 6% | -4% | · | 7 | 9 | 25 | -11%
NS(=O)(=O)c1ccc(CCNC(=O)C(=O)NCC2OCCN2S(=O)(=O)c2ccc(Cl)cc2)cc1 (stereo not drawn) | -27% | -7 | · | -4% | -5% | · | -6 | 31 | -17 | -2%
O=[N+]([O-])c1ccc2c(c1)C(O)n1nc(-c3ccccc3)nc1S2 (stereo not drawn) | ? | 6 | 4% | -4% | -11% | 4% | -5 | -4 | -21 | -2%
Cc1cccc(N2CCc3c2nc2ccc(Br)cc2c3N)c1 | ? | -13 | 18% | -3% | 4% | -1% | 11 | -6 | 5 | -5%[46.1 µM]
O=C(c1ccncc1)N1CCN(S(=O)(=O)c2cccc([N+](=O)[O-])c2)CC1 | -2% | · | · | -1% | 0% | · | -19 | -2 | -12 | -2%
CCCCn1c(N)c(N(CC(C)C)C(=O)c2cc(C)oc2C)c(=O)[nH]c1=O | -1% | · | -2% | -4% | -3% | 3% | 2 | 4 | 1 | -1%
COc1ccc(CCNc2cc(C)nc3c(-c4ccccc4)c(C)nn23)cc1OC | ? | -9 | 3% | 8% | 10% | -2% | -4 | 0 | 7 | 0%[46.1 µM]
CCOC(=O)C1(CCOc2ccccc2)CCN(Cc2ccc(NC(C)=O)cc2)CC1 | ? | 1 | 2% | 0% | 4% | 0% | 2 | -1 | -2 | -1%
Cc1noc(C)c1NC(=O)Nc1ccc2c(c1)C(=O)N([C@H](C)CO)C[C@H](C)[C@@H](CN(C)S(=O)(=O)c1ccccc1)O2 | 1% | · | · | 2% | -4% | · | -10 | 2 | -7 | -5%
Cc1ccc(C)c(N2CCN(C(=O)CCc3nc(-c4ccc(Br)cc4)no3)CC2)c1 | -1% | · | · | 4% | 8% | · | 6 | 0 | -12 | 1%[46.1 µM]
CCOC(=O)c1sc(C)c2c1NC1(CCCCC1)NC2=O | ? | 2 | 5% | 6% | 1% | -1% | -16 | -11 | ? | -12%
N/C(Cc1ccc([N+](=O)[O-])cc1)=N\OC(=O)C1CCCCC1 | ? | -5 | -4% | 0% | 6% | 1% | 1 | 26 | 10 | 6%
CCOC(=O)c1c(C)[nH]c(C(=O)CN2CCN(CC)CC2)c1C | 4% | 1 | -2% | -5% | -8% | -3% | -1 | 1 | 12 | -1%
COc1ccc(NC(=O)CCNS(=O)(=O)c2cccc3nsnc23)cc1OC | 1% | -3 | 1% | 3% | -9% | · | 3 | -4 | 32[activator] | -4%
COc1cc(C)c(Br)cc1S(=O)(=O)NCc1cccs1 | 2% | -3 | 24% | -5% | 8% | -3% | -9 | -5 | -12 | -1%
O=C(NNc1cc(Cl)ccc1Cl)C1CCC1 | ? | 1 | -5% | -3% | 5% | -1% | 10 | 1 | -22 | 1%

# Sorted by molecular weight (lowest first): 3 of the compounds above.
canonical_smiles | BCR signal inh | FBPA coupling cs | MLL CXXC-DNA inh | Tb PFK inh | A-T KAP1 phos | GALK inh | hERG WT inh | TSHR antagonist | Giardia kill | TCR activator
N/C(Cc1ccc([N+](=O)[O-])cc1)=N\OC(=O)C1CCCCC1 | ? | -5 | -4% | 0% | 6% | 1% | 1 | 26 | 10 | 6%
CCOC(=O)c1c(C)[nH]c(C(=O)CN2CCN(CC)CC2)c1C | 4% | 1 | -2% | -5% | -8% | -3% | -1 | 1 | 12 | -1%
COc1cc(C)c(Br)cc1S(=O)(=O)NCc1cccs1 | 2% | -3 | 24% | -5% | 8% | -3% | -9 | -5 | -12 | -1%
